Screening results as filed in PubChem BioAssay.
FXIIa mix inh: blocks human factor XIIa in pooled compound mixtures | P00748 | AID 684 | hit rate 0.2% among 62,000 | purified FXIIa, fluorogenic substrate | inhibition, % at 5 µM;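 further: 0% = enzyme without compound and 100% = no enzyme blank; some results filed as inactive read as strong as hits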
A340 absorber: absorbance at 340 nm | fold change at 10 µM | compound absorbance at 340 nm, fold over control | 65,000 tested, under 10 active;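 active means at 10 µM dose, initial 340 nm absorbance at least 2 fold that of control wells; inactive means change under 2 fold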;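 further: initial absorbance extrapolated from kinetic A340 decline of NADH oxidation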
Hsp90 inh: displaces geldanamycin probe from tumor Hsp90; NCI-N417 lysate Hsp90, Cy3B-geldanamycin FP displacement; hit rate 0.35% among 64,000; inhibition, % at 30 µM;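 active means inhibition above 50%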;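 further: 0% = tracer plus lysate wells and 100% = tracer alone without lysate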
FXIa inh mix: blocks human factor XIa in pooled compound mixtures. P03951. hit rate 0.19% among 62,000. inhibition, % at 5 µM. purified FXIa, fluorogenic substrate;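 further: each value is inhibition by a whole ten-compound pool holding the compound; 0% = enzyme with no mixture and 100% = wells lacking enzyme; strong numbers were not always called active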
Target sequence (P03951 19-387 limits assumed): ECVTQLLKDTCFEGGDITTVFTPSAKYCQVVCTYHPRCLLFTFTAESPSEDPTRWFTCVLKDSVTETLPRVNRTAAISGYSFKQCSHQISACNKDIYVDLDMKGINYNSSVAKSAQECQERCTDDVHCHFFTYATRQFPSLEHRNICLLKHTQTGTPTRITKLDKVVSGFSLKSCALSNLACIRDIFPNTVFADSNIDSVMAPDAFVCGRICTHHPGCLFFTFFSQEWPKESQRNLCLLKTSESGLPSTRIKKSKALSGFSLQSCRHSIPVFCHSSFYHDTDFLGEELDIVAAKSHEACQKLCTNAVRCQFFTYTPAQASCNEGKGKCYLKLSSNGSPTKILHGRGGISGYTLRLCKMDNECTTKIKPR
Target sequence (P03951 388-625 limits assumed): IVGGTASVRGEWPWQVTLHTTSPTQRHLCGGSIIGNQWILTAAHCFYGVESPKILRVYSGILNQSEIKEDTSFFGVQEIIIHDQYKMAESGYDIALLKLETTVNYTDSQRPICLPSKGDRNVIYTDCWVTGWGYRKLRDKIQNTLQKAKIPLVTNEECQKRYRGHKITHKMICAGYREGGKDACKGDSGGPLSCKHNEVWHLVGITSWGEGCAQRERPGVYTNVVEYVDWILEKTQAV
DUSP1 inh: human dual specificity phosphatase 1 inhibition | inhibition, %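 (compounds tested at a single concentration somewhere between 10 and 100 µM)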 | hit rate 0.15% among 65,000 | P28562 | recombinant MKP-1, OMFP hydrolysis fluorescence;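 active means inhibition above about 50%, limit read from the data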;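 further: 0% = DMSO max control wells and 100% = wells with enzyme stopped by NaOH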
Target sequence (P28562 whole entry, looked up): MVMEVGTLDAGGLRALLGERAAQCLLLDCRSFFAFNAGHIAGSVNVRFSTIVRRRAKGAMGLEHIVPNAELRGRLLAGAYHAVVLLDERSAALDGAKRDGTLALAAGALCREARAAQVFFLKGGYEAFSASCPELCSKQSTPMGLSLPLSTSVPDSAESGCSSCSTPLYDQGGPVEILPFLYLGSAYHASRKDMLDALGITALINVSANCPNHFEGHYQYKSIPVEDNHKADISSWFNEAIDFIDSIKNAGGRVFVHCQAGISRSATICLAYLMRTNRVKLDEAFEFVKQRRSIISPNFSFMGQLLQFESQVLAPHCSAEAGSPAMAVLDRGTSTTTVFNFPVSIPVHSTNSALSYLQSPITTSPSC
MMP-13 inhibitor: blocks human MMP13 activity; P45452; MMP-13 fTHP FRET cleavage, Mca fluorescence; inhibition, % at 4 µM; hit rate 0.07% among 65,000; AID 570;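 active means inhibition above the mean of compound-free control plate wells plus 3 SD, cut at about 14% in these data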;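 further: 0% = DMSO wells and 100% = wells with reference MMP-13 inhibitor after basal subtraction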
AP complement: orthogonal test for alternative complement pathway inhibitors | hit rate 0.08% among 62,000 | Human serum alternative complement pathway, LPS-coated ELISA, C3 deposition; tested in compound mixtures | AID 1235 | inhibition, % at 5 µM;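 active means inhibition above 30% in each of the two pooled mixtures holding the compound, so the lower value exceeds 30%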;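 further: 0% = serum in Mg-EGTA without compound and 100% = EDTA serum blank; some compounds past the cut are filed as inactive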
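Test system: human serum alternative complement pathway, C3 deposition on LPS-coated wells; also added: Plate-bound LPS; doses: 5 µM per compound in ten-compound mixtures; schedule: 1 h at 37 °C; detection: Anti-C3 ELISA, OD 450 nm; evaluation: percent inhibition of C3 deposition onto LPS; repeats: two pool placements per compound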
JNK3 blocker: blocks human JNK3 kinase activity | AID 746 | P53779 | hit rate 0.61% among 60,000 | purified JNK3 kinase activity, HTS | inhibition, % at 8 µM; in the data active means inhibition above about 17%;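 further: 0% = DMSO and 100% = reference inhibitor; many of its hits are not listed in these tables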
Cdc25B block: inhibitors of human Cdc25B phosphatase. recombinant Cdc25B, OMFP fluorescence Ex485/Em525. inhibition, %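 (compounds tested at 10 µM final in the well)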. hit rate 0.1% among 65,000. AID 368; in the data active means inhibition above about 50%
* marks the source's active call; other numbers are inactive results; i = inactive; · = not tested or not shown; [ ] = dose if it differs, or a comment. Unless noted, no stated cut-off is given here; in the data, active means inhibition above about 20% (passing the limit was not always enough); inactive means the rest.

1	CCOc1ccc2nc(N3CCOCC3)nc(C)c2c1
2	COc1cc(OC)nc(NC(=O)NS(=O)(=O)c2ccc(OC(F)(F)F)cc2)n1
3	Cc1cnc(NC(=O)CSc2nc3ccccc3c(=O)[nH]2)s1
4	O=C(NCC(c1cccnc1)N1CCOCC1)C1CCCCC1 (stereo not given)
5	Cc1cc(Nc2ccc(Br)cc2F)n2nc(C)nc2n1
6	Cc1ccc(-n2c(C)cc(C(=O)CSc3nncs3)c2C)cc1
7	CCOC(=O)c1cc2ccc(OC(=O)c3ccco3)cc2oc1=O
8	Cc1nc(N)sc1-c1csc(Nc2ccccn2)n1
Compound | 1 | 2 | 3 | 4 | 5 | 6 | 7 | 8
Cdc25B block | -10 | 3 | -9 | -14 | -18 | -17 | -4 | 5
A340 absorber | 1.1 | 0.99 | 0.99 | 1 | 1 | 1 | 1.2 | 1
FXIa inh mix | -17 | 5 | 6 | 3 | -3 | 2 | -2 | 1
MMP-13 inhibitor | -106[fluorescence artefact?] | -3 | 6 | 4 | -3 | 4 | i[fluorescence artefact?] | 12
Hsp90 inh | -5 | -6 | 0 | -2 | -1 | 0 | 0 | -2
JNK3 blocker | 3 | 6 | -1 | · | 1 | 5 | 0 | 2
FXIIa mix inh | 11 | 22 | 8 | 3 | 2 | -13 | 4 | 3
DUSP1 inh | -12 | -14 | 8 | -23 | -1 | -4 | 21 | 7
AP complement | 9 | 9 | -11 | 6 | 14 | -3 | 6 | 14

9	Cc1cc(C)n(-c2nc(SCC(=O)Nc3nccs3)c3c4c(sc3n2)COC(C)(C)C4)n1
10	CCn1c(CSc2nc(C)cc(C)n2)nnc1SCC(=O)Nc1ccccc1
11	CN(C)c1oc(-c2ccc(OCc3ccc(Cl)cc3)cc2)nc1C#N
12	O=S(=O)(NCC(c1cccnc1)N1CCN(c2ccc(F)cc2)CC1)c1cccs1 (stereo not given)
13	CC(=O)Nc1ccc(N2CCN(C(C)=O)CC2)cc1
14	O=C(O)c1cc2nc(-c3ccc(F)cc3)cc(C(F)(F)F)n2n1
15	COc1cc(C2c3c(n[nH]c3C)C(=O)N2c2ccc(C)cc2)ccc1O (stereo not given)
16	Cn1cc(NC(=O)c2cc(NC(=O)c3cc(NC=O)cn3C)cn2C)cc1C(=O)NCCC(=N)N
Compound | 9 | 10 | 11 | 12 | 13 | 14 | 15 | 16
Cdc25B block | -1 | 4 | 2 | 1 | -8 | 6 | -1 | -5
A340 absorber | 1.1 | 0.99 | 1.1 | 1 | 0.96 | 1 | 0.98 | 1
FXIa inh mix | -7 | 5 | 5 | -2 | 8 | -3 | -2 | 7
MMP-13 inhibitor | 1 | 0 | -12 | 4 | 0 | 3 | 0 | 1
Hsp90 inh | -1 | -1 | -1 | -2 | 15 | -2 | 3 | -4
JNK3 blocker | -1 | 1 | 2 | 2 | -2 | -1 | 1 | -7
FXIIa mix inh | 2 | -9 | 3 | 5 | -15 | 2 | 16 | -17
DUSP1 inh | 29 | -5 | -16 | 14 | 7 | 1 | 5 | -16
AP complement | 16 | -12 | -20 | -9 | 15 | -2 | -3 | 10

17	COc1ccc(-c2cc(C(=O)OC3CCOC3=O)c3ccccc3n2)cc1OC (stereo not given)
18	c1ccc2c(c1)ccc1nnc(-c3ccc4c(c3)OCO4)n12
19	CCOC(=O)c1cnc(-c2ccccc2)[nH]c1=O
20	Cc1c(C(Nc2ccccn2)c2ccc(Cl)cc2)c(=O)n(-c2ccccc2)n1C (stereo not given)
21	COc1ccccc1OCCCn1c(=O)sc2ccccc21
22	COC(=O)C1(C#N)C(c2ccccc2)C1(C(=O)OC)C(=O)OC (stereo not given)
23	Cc1nnc(NC(=O)CSc2nnc(-c3ccc(S(=O)(=O)N4CCCC4)cc3)n2C)s1
24	C=CCSC1=C(C#N)C(c2ccccc2OCC)C(C#N)C(=O)N1 (stereo not given)
Compound | 17 | 18 | 19 | 20 | 21 | 22 | 23 | 24
Cdc25B block | -22 | -7 | -6 | 1 | -13 | -2 | -2 | 0
A340 absorber | 1.1 | 0.99 | 1 | 1 | 0.99 | 0.97 | 0.96 | 1
FXIa inh mix | 6 | 4 | 3 | -9 | 14 | 4 | -1 | 4
MMP-13 inhibitor | -7 | -13 | 2 | -3 | -4 | · | -5 | 8
Hsp90 inh | -4 | -3 | -3 | -8 | -2 | -4 | 2 | -4
JNK3 blocker | -3 | -7 | -8 | 7 | 2 | · | 4 | 5
FXIIa mix inh | 6 | -2 | 4 | 3 | 11 | 0 | 1 | -8
DUSP1 inh | 35 | 5 | -8 | 8 | -1 | 8 | -7 | -28
AP complement | 7 | 14 | 12 | -12 | 4 | 7 | 6 | 16

25	Nc1c(C(=O)c2ccc(F)cc2)oc2ccccc12
26	COc1ccc(C)cc1S(=O)(=O)N1CCCCC1
27	CSc1cccc(NC(=O)C2CCCN2S(=O)(=O)c2ccc3c(c2)CCC(=O)N3)c1 (stereo not given)
28	CCOC(=O)c1cc(CC)sc1NC(=O)CCC(=O)O
29	CCOC(=O)c1ccc(NC(=O)c2nn(C)cc2Br)cc1
30	CCn1c(=O)cc(OCC(=O)Nc2ccc(Cl)cn2)c2ccccc21
31	O=C(c1ccco1)N1CCN(C(=O)C2CCCc3c2[nH]c2ccc(Cl)cc32)CC1 (stereo not given)
32	CCC1Oc2nc(SC)nnc2-c2ccccc2N1C(=O)c1ccccc1 (stereo not given)
Compound | 25 | 26 | 27 | 28 | 29 | 30 | 31 | 32
Cdc25B block | 8 | -12 | -13 | 3 | -8 | -9 | -2 | -8
A340 absorber | 1 | 1 | 0.98 | 0.99 | 1 | 1 | 0.98 | 1.1
FXIa inh mix | · | 3 | -5 | 5 | 3 | -11 | 11 | 3
MMP-13 inhibitor | -1 | 0 | 1 | 1 | 8 | -4 | 8 | 0
Hsp90 inh | 3 | -5 | -1 | -3 | -5 | 1 | -1 | 0
JNK3 blocker | 9 | -7 | 2 | -2 | 2 | -1 | -12 | 0
FXIIa mix inh | · | 6 | -7 | 2 | 2 | -16 | -19 | -1
DUSP1 inh | 5 | 20 | -2 | 9 | 8 | 7 | 20 | 10
AP complement | · | 5 | -12 | 4 | 6 | 14 | 6 | -1

33	COc1ccccc1CC(NC(C)=O)C(=O)N1CCN(C(=O)Nc2ccccc2Cl)CC1 (stereo not given)
34	CC#CCCCC(=O)Nc1cccc(C(=O)O)c1
35	O=C(C1CN(S(=O)(=O)c2ccccc2)CCN1S(=O)(=O)c1ccccc1)N1CCCCCC1 (stereo not given)
36	COc1ccc(NC(=O)c2ccc(-n3nc(C)c[n+]3[O-])cc2)cc1
37	CCN(CC)C(=O)CSc1nc2sc(C)c(C)c2c(=O)[nH]1
38	Cc1nnc(SCC(=O)N2CCC(Cc3ccccc3)CC2)n(N)c1=O
39	Cc1cccc(Cl)c1OCCCCn1ccnc1
40	O=C(NCC(=O)N1CCCC1C(=O)O)OC1CCCCC1 (stereo not given)
Compound | 33 | 34 | 35 | 36 | 37 | 38 | 39 | 40
Cdc25B block | -11 | 15 | -14 | -5 | -13 | -10 | -8 | -15
A340 absorber | 1 | 1 | 1 | 1 | 1.1 | 1 | 1 | 1
FXIa inh mix | 10 | 4 | 3 | 9 | -5 | · | 3 | 5
MMP-13 inhibitor | 1 | -1 | · | 5 | 0 | -2 | 2 | 3
Hsp90 inh | 5 | 0 | · | -2 | -8 | -2 | -4 | -1
JNK3 blocker | · | -4 | · | -6 | -5 | 1 | 6 | -4
FXIIa mix inh | 3 | -15 | 5 | 1 | -8 | · | 6 | 8
DUSP1 inh | 12 | 0 | 11 | 5 | 12 | -2 | -2 | -1
AP complement | 17 | 6 | 1 | -4 | 13 | · | 3 | 11

41	CCOc1ccc(/C=c2\sc3nc(-c4ccco4)nn3c2=O)cc1OCC
42	Cc1cc(C)c2c(CN3CCN(Cc4ccc5c(c4)OCO5)CC3)cc(=O)oc2c1
43	CC1(C)CC(=O)C(/C=N/c2ncccc2C(=O)O)=C(O)C1
44	Cc1cc(=O)cc(C)n1-c1ccccc1N1CCOCC1
45	C=CCNC(=O)C1CCN(S(C)(=O)=O)CC1
46	Cc1cccc(NC(=O)c2ccc(S(=O)(=O)N(C)C)cc2)n1
47	COc1cccc(N2CCN(C3CC(=O)N(c4cccc(Cl)c4)C3=O)CC2)c1 (stereo not given)
48	COc1cccc(N2C(=O)CC(N3CCN(S(=O)(=O)c4ccccc4)CC3)C2=O)c1 (stereo not given)
Compound | 41 | 42 | 43 | 44 | 45 | 46 | 47 | 48
Cdc25B block | 26 | -9 | -7 | -5 | -3 | -4 | 92* | 5
A340 absorber | 1.1 | 0.99 | 1.2 | 1 | 0.99 | 1 | 1 | 1
FXIa inh mix | 4 | -1 | 7 | 8 | 0 | 4 | · | 11
MMP-13 inhibitor | 3 | -1 | -3 | -2 | 1 | 3 | 7 | 2
Hsp90 inh | -1 | -3 | -3 | 1 | -3 | 1 | -1 | -3
JNK3 blocker | 7 | 3 | · | 3 | 0 | 6 | -12 | 4
FXIIa mix inh | 0 | 3 | 3 | 8 | 22 | -18 | · | 4
DUSP1 inh | 32 | -6 | 1 | 15 | -12 | 0 | -16 | 9
AP complement | 27 | 18 | 7 | -2 | 3 | -1 | · | 21

49	S=c1[nH]nc(C23CC4CC(CC(C4)C2)C3)n1Cc1ccco1
50	CCC(C(=O)NC(C)CCc1ccco1)n1nc(C)n2c(cc3occc32)c1=O (stereo not given)
51	Cc1ccc(OCC(=O)Nc2ccc3c(c2)nc2n3CCOC2)cc1
52	COc1ccc(CC(=O)NC(CC(=O)O)c2ccc(OC)cc2)cc1 (stereo not given)
53	Cc1cc(NC(=O)CSc2nnc(COc3cccc(C)c3C)n2Cc2ccco2)no1
54	O=C(CSc1nnc2scc(-c3ccccc3)n12)c1ccc2c(c1)OCCO2
55	CCCS(=O)(=O)N1CCCC(C(=O)NCCN2CCOCC2)C1 (stereo not given)
56	CCc1ccc2oc(-c3cc(N)ccc3O)nc2c1
Compound | 49 | 50 | 51 | 52 | 53 | 54 | 55 | 56
Cdc25B block | -1 | -3 | 6 | -3 | -4 | 1 | 6 | 6
A340 absorber | 0.96 | 1 | 1 | 1 | 1 | 1 | 0.98 | 1.1
FXIa inh mix | 5 | 5 | 14 | 3 | 2 | -1 | 6 | -4
MMP-13 inhibitor | 5 | -2 | 1 | -2 | -1 | 2 | 1 | 0
Hsp90 inh | -3 | 0 | -4 | 1 | 1 | -3 | -5 | 5
JNK3 blocker | -1 | -1 | 4 | 8 | 0 | -5 | 1 | -2
FXIIa mix inh | 10 | 8 | -17 | 8 | 9 | -1 | -5 | 2
DUSP1 inh | 25 | -2 | -22 | -12 | 17 | -6 | 0 | -11
AP complement | 14 | -1 | 7 | 15 | -3 | 8 | -4 | 1

57	CCS(=O)(=O)Nc1ccc(Cc2ccncc2)cc1
58	O=C(COC(=O)c1ccc(NS(=O)(=O)c2ccc3c(c2)OCCO3)cc1)NCC1CCCO1 (stereo not given)
59	CCn1nnnc1-c1ccc(OC)c(S(=O)(=O)Nc2ccc(C(=O)OC)cc2)c1
60	O=C(CCN1C(=O)c2ccccc2C1=O)Nc1ccc(-c2nc3ccccc3o2)cc1
61	CC(C)C(=O)Nc1cccc(NC(=O)c2cccnc2)c1
62	COc1ccc(NC(=O)c2sc(SC)nc2N)cc1
Compound | 57 | 58 | 59 | 60 | 61 | 62
Cdc25B block | 0 | -21 | -7 | -5 | -3 | 4
A340 absorber | 1.1 | 0.98 | 1 | 1.2 | 1 | 1.1
FXIa inh mix | 4 | -2 | 9 | -4 | 2 | 2
MMP-13 inhibitor | 0 | -2 | 2 | 0 | 0 | 2
Hsp90 inh | 0 | -6 | -7 | -12 | 0 | 0
JNK3 blocker | -7 | 10 | 5 | 5 | 3 | -4
FXIIa mix inh | 19 | 0 | 4 | 11 | 2 | 8
DUSP1 inh | 1 | 16 | -3 | 33 | 4 | 1
AP complement | 14 | 8 | 1 | -5 | 4 | 0
